# Source: PubChem (National Center for Advancing Translational Sciences (NCATS))
# Tb PYK inh = T. brucei pyruvate kinase inhibition. Q57TT1. TbPYK enzyme, Kinase-Glo Plus ATP luminescence, 45 min. Potency, µM (titrated, usually from 76.8 µM), inactives show top-dose activity, negative = inhibition, most hits filed as inhibitors. 410,000 tested, 0.12% active; active = well fitted inhibition curve with a large enough effect; also: nearly all actives have a fitted effect of over 50% in size
#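 Luminescence from Kinase-Glo Plus, added after a 45-minute room-temperature reaction, served as the end-point read-out. The enzyme and substrate were preincubated with compound before ADP (130 uM final) initiated turnover. Concentration-effect curves came from normalized qHTS data.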
# The depositor's hits bear a star; [ ] = remark or other dose. % is scaled to controls: 0 for no effect and ±100 for the full control effect; potency is read from the fitted curve at half-maximal effect.
SMILES,Tb PYK inh
Cc1ccc(C(=O)N2CCn3c4c(c5cc(C)ccc53)CCCC42)cc1 (stereo unspecified),-3.0%
CC(C)c1ccc(NC(=O)Nc2nc(C(N)c3ccccc3)cs2)cc1 (stereo unspecified),-3.6%
CCOc1ccc(CCNC(=O)CN2CCN(Cc3ccc(F)cc3Cl)C2=O)cc1OCC,1.0%
CC1(c2ccccc2)CC(C)(C)N(C(=O)c2cccc(Cl)c2)c2ccccc21 (stereo unspecified),3.7%
COCC(=O)N1CCC2(CCCN(c3ccc(-c4ccccc4)cc3)C2)CC1,0.0%
O=C(Nc1cccc(Cl)c1Cl)c1ccc2c(c1)N(Cc1cccc(Cl)c1)C(=O)c1ccccc1S2=O (stereo unspecified),1.3%
O=C1CCSC2(C(=O)N(Cc3ccccc3)c3ccccc32)N1c1ccccc1 (stereo unspecified),-12.3%[15.4 µM]
COc1cc(-c2nnc(COC(=O)c3ccc([N+](=O)[O-])o3)o2)cc(OC)c1OC,-7.4%
COC(=O)[C@H]1C[C@@]2(O)CN(S(=O)(=O)c3ccc(C)cc3)C[C@@]2(OC(=O)NCc2ccccc2F)C[C@H]1C(=O)OC,-5.7%
O=C(CSc1nc(-c2ccccc2F)nc2cc(=O)[nH]n12)Nc1cccc(C(F)(F)F)c1,-0.1%
Cc1cccc(NC(=O)Cn2c(=O)n(CCc3ccccc3)c(=O)c3sc4ccccc4c32)c1,-10.1%
COc1ccc(C(=O)N2CCC3(CCN(Cc4ccccc4OC)CC3)CC2)cc1,-9.9%
CN1C(=O)c2ccccc2Sc2ccc(NC(=O)N3CCN(c4ccc(F)cc4)CC3)cc21,-0.1%
COc1ccc2c(CNC3CCC(C)CC3)c(C(=O)O)n(Cc3ccc(F)cc3)c2c1 (stereo unspecified),-8.3%
CC(CC(c1ccccc1)c1ccccc1)NC(C)(C)C (stereo unspecified),0.0%
COCCNC(=O)C1(C)CCCN(C(=O)c2ccccc2OC)C1 (stereo unspecified),-7.3%
CCc1ccc(NS(=O)(=O)c2ccc3[nH]cc(C(=O)NCCCOC(C)C)c(=O)c3c2)cc1,-0.9%
CCN(CC)CCCNc1oc(-c2ccc(OC)cc2)nc1C#N,2.2%
Cn1nc(C(C)(C)C)cc1NC(=O)C1(C)CCN1C(=O)CCc1ccccc1 (stereo unspecified),-13.6%
CCOC(=O)c1ccc(NC(=O)CSc2nnc(-c3ccncc3)n2-c2ccccc2)cc1,5.4%
O=c1c(-c2ccc(F)c(F)c2)nc2cncnc2n1-c1ccccc1,-7.7%
Cc1nnc(N2CCC(C(=O)NCCc3ccccc3)CC2)c2nn(-c3ccccc3)c(C)c12,6.5%[15.4 µM]
COC(=O)[C@]12CCCCC=C1N(Cc1ccc(Cl)cc1Cl)C(=O)[C@H](CC(=O)N1CCSCC1)C2,-2.4%
O=C(c1ccc(F)cc1)c1cn(Cc2ccccc2F)c2cc3c(cc2c1=O)OCCO3,-2.5%
CCOCCCNC(=O)c1cc(Sc2cccc(Cl)c2)nc2ccccc12,1.4%

# 4 records picked at random from those above:
SMILES,Tb PYK inh
O=C(CSc1nc(-c2ccccc2F)nc2cc(=O)[nH]n12)Nc1cccc(C(F)(F)F)c1,-0.1%
CN1C(=O)c2ccccc2Sc2ccc(NC(=O)N3CCN(c4ccc(F)cc4)CC3)cc21,-0.1%
COCC(=O)N1CCC2(CCCN(c3ccc(-c4ccccc4)cc3)C2)CC1,0.0%
CCN(CC)CCCNc1oc(-c2ccc(OC)cc2)nc1C#N,2.2%

# Next structures follow.
SMILES,Tb PYK inh
Cc1ccc(CNc2cc(C)nc3nc(-c4cccc(C)c4)nn23)cc1,-1.8%
CCOC(=O)c1cc(-c2ccc(C)cc2)n(CCC(=O)Nc2ccc(OC)c(OC)c2)c1C,0.3%
O=S1(=O)CC(N2CCSCC2)CN1Cc1cn(Cc2ccc(C(F)(F)F)cc2)nn1 (stereo unspecified),-2.0%
Cc1cccc(NC(=O)Cc2ccc(-n3c(C)nc4cccnc43)cc2)c1C,3.3%
O=C(CCn1nc(-c2ccc(Cl)cc2)c2ccccc2c1=O)Nc1ccc(OC(F)(F)F)cc1,4.3%
CCc1ccc(NC(=O)C(=O)NCC(c2ccc3c(c2)OCO3)N2CCOCC2)cc1 (stereo unspecified),2.1%
Cc1coc2c(C)c3oc(=O)c(CCC(=O)NCCc4ccc(Cl)cc4)c(C)c3cc12,6.5%
CC(C)(S)C(=O)NC(CS)C(=O)O (stereo unspecified),-0.1%
COc1ccc(-n2nc3cc(C)c(NC(=O)Cc4ccc(Cl)cc4)cc3n2)cc1,-9.9%
Cc1c(C(=O)NCc2cccc([N+](=O)[O-])c2)sc(=O)n1Cc1ccc(F)cc1,-2.7%
O=C(NCCOc1ccccc1)N1[C@H]2CC[C@@H]1C=C(c1ccc(F)cc1OCc1ccccc1)C2,6.3%
CC(C)(C)Cc1c(-c2ccc(C#N)cc2)nc2c(Cl)cc(C(F)(F)F)cn12,2.3%
CC(C)COc1ccc(C(=O)Nc2cc3nn(-c4ccccc4)nc3cc2Cl)cc1,0.5%
CCOc1cc(CNC(=O)c2ccc(C)c(NC(=O)c3nsc4ccccc34)c2)ccc1OC,-3.3%
COc1ccc2c(c1)c1c(c(=O)n(-c3cc(Cl)ccc3C)c(=O)n1CC(=O)N1CCCC1)n2C,-11.7%
O=C(Nc1ccc2c(c1)CCCN2C(=O)c1cccs1)c1ccccc1C(F)(F)F,-9.4%
CC(=O)c1ccc(NC(=O)Cn2c(=O)cc(C)c3c(C)nn(-c4cccc(F)c4)c32)cc1,0.0%
CC1(C(=O)Nc2cccc(NS(C)(=O)=O)c2)Cc2c(-c3cccc(C(N)=O)c3)ccnc2O1 (stereo unspecified),0.0%
COCCN(C(=O)COC(=O)c1c(C)nn(-c2ccccc2)c1C)c1c(N)n(Cc2ccccc2)c(=O)[nH]c1=O,6.5%
CCCCCCCCC(=O)c1c(OC)oc(C=O)cc1=O,-14.3%
CC(=O)Nc1ccc(NC(=O)CSc2nnc3c4cc(Br)ccc4n(C)c3n2)cc1,-1.1%
O=C(CSCc1ccccc1Cl)NCc1ccc(Cl)c(Cl)c1,-2.4%
Cc1ccc(OCC(=O)Nc2ccc3nn(-c4ccc(Cl)cc4)nc3c2)cc1,-8.3%
CC(C)c1ccc(NC(=O)c2cc(S(=O)(=O)N(C)C3CCCCC3)ccc2F)cc1,9.2%
CN(Cc1ccccc1)C(=O)[C@@H]1CCCN1,6.6%
# More compounds.
SMILES,Tb PYK inh
COc1ccc(-c2nc(C)c(CCNC(=O)c3ccco3)s2)cc1,-4.9%
O=C(CSc1nccn1Cc1ccccc1)Nc1ccc2c(c1)OCCO2,-12.2%
COc1cccc(NC(=O)C2(C)CCN2Cc2ccc(OC(C)C)cc2)c1 (stereo unspecified),-8.1%
CC1(C(=O)NCc2ccc(F)c(F)c2)Cc2c(-c3cccc(C(N)=O)c3)ccnc2O1 (stereo unspecified),-5.0%
CN(C)CCNC(=O)c1ccc2nc(CCc3ccccc3)oc2c1,-1.0%
CC1CCc2onc(C(=O)N3CCN(c4ccccc4)CC3)c2C1 (stereo unspecified),-7.5%
COc1ccc(-c2ccc3[nH]c4c(c3c2)CCN2C[C@@H]([C@H](C)OC(=O)Nc3cc(Cl)cc(Cl)c3)[C@@H](N(C)C(=O)Nc3cc(Cl)cc(Cl)c3)C[C@@H]42)cc1,1.7%
Cc1cccc(C)c1NC(=O)CN(Cc1ccc(Br)cc1)S(=O)(=O)c1ccccc1,-4.2%
CC(C)c1noc(-c2ccccc2OCC(=O)Nc2ccccc2[N+](=O)[O-])n1,1.9%
O=C(Nc1ccn(CCCNCCc2ccccn2)c(=O)n1)OCc1ccccc1,4.2%
CC(=O)Nc1ccn(C2COC(COC(=O)c3ccccc3)O2)c(=O)n1 (stereo unspecified),3.2%
O=C(Nc1ccccc1F)c1ccc2sc([C@H]3C[C@H](O)[C@@H](CO)O3)nc2c1,4.1%
COc1cccc2c1cc1c(=O)n(CC(=O)N3CCN(c4cccc(C)c4)C(C)C3)nc(C)n12 (stereo unspecified),2.8%
Cc1ccc(-c2nnc(SCc3ccccc3)o2)cc1,-1.4%
CCc1noc(-c2ccc(N(C)Cc3ccc(OC)cc3)c([N+](=O)[O-])c2)n1,-4.3%
COCCNC(=O)C1(C)CCCN(Cc2ccc(-c3ccccc3)o2)C1 (stereo unspecified),-0.1%
COCc1cc(C)nc2c1C(=O)NC(c1ccc(F)cc1)N2Cc1ccccc1 (stereo unspecified),3.3%
CCc1ccccc1N(C)C(=O)c1sc2nc3n(c(=O)c2c1C)CCCCC3,-8.5%
O=S(=O)(c1ccccc1)c1nc(-c2cccs2)oc1SCc1ccccc1Cl,-2.8%
CCOc1ccc(CNC(=O)CCC(=O)N2CC(C)Sc3ccccc32)cc1 (stereo unspecified),-2.0%
O=C(c1ccccc1)c1nn(-c2ccccc2)c(=O)cc1-c1ccccc1,2.4%
Cc1ccc(C)c(NS(=O)(=O)c2ccc(-n3cccn3)cc2)c1,-6.4%
Cc1ccc(Cn2cccc(C(=O)Nc3cc(C)on3)c2=O)cc1,-0.6%
COc1cccc2cc(C(=O)NCCc3c(C)[nH]c4ccc(Br)cc34)c(=O)oc12,-0.3%
CCSC1=NC2(CCN(C(=O)NC3CCCCC3)CC2)N=C1c1ccc(C)cc1,2.9%
# New compounds follow.
SMILES,Tb PYK inh
O=C(Nc1ccccc1F)c1nc(SCc2ccccc2F)ncc1Cl,-3.6%
COc1ccccc1CNC(=O)C1CCCN(S(=O)(=O)c2ccc3c(c2)CCCN3C(C)=O)C1 (stereo unspecified),-5.9%
O=C(Nc1c2c(nn1-c1ccc(Cl)cc1)CS(=O)(=O)C2)c1ccccc1F,2.5%
CCn1cc(C(=O)NCCc2ccc(OC)c(OC)c2)c(=O)c2cc(S(=O)(=O)N3CCC(C)CC3)ccc21,-2.2%
CN(C)c1ccc(C=C2C=C(c3ccccc3)OC2=O)cc1,-3.5%
COc1ccc(-c2ccc3[nH]c4c(c3c2)CCN2C(=O)[C@@H]([C@H](C)O)[C@@H](N(C)C(=O)Nc3ccc(F)cc3)C[C@@H]42)cc1,-2.0%
COc1ccc(-c2noc(CSc3nc(N)cc(=O)[nH]3)n2)cc1OC,1.2%
COc1nc(-c2ccc(C)cc2)ccc1-c1noc(-c2ccccc2Br)n1,1.2%
CCOC(=O)c1ccc(NC(=O)c2c(NCc3sccc3C)sc3c2CCC(C)C3)cc1 (stereo unspecified),-8.2%
Cc1ccc(CNC(=O)CCCc2nnc3n(C)c(=O)c4sccc4n23)cc1,2.5%
COc1cc(C(=O)NC(=S)NCc2ccncc2)cc(OC)c1OC,4.0%
CCCN1C(=O)C(Cc2nc3ccccc3c(=O)n2-c2ccc(OC)cc2)c2cc(C)ccc21 (stereo unspecified),-1.3%
COc1cccc(NC(=O)Nc2ccc3c(c2)N(C)C(=O)c2ccccc2S3)c1,1.5%
CCOC(=O)c1sc(NC(=O)c2nc3ncccn3n2)c(C(=O)OC)c1C,-9.7%
CCCc1c(-c2ccccc2F)ncn1Cc1ccccc1OC,2.3%
CCOc1ccc(CN2C(=O)c3ccccc3Sc3ccc(C(=O)NCc4ccco4)cc32)cc1,-0.2%
CC(=O)Nc1ccc(C(=O)NNC(=O)c2csc(N3CCOCC3)n2)cc1,-5.2%
FC(F)(F)c1cc(Cl)c2nc(-c3ccco3)c(Cc3ccccc3C(F)(F)F)n2c1,-6.2%
COc1cc2c(cc1OC)C(COc1ccc3c(C)cc(=O)oc3c1)N(C(=O)c1cccc(C)c1)CC2 (stereo unspecified),0.2%
Cc1ccc([C@H]2N[C@]3(CCCN(Cc4ccc(Cl)cc4)C3=O)[C@H]3C(=O)N(Cc4ccccc4)C(=O)[C@@H]23)cc1,4.0%
Fc1ccccc1N1CCN(c2ncnc3c2nc2n3CCCC2)CC1,-3.3%
CCc1cccc(NC(=O)CN(C)S(=O)(=O)c2ccc3c(c2)n(C)c(=O)c(=O)n3C)c1,5.5%
Cc1ccccc1OCc1ccc(-c2nc(C#N)c(N3CCN(C)CC3)o2)o1,-4.0%
CCc1ccc(NC(=O)CN2C(C(=O)OC)=C(c3ccccc3)c3ccccc3S2(=O)=O)cc1,7.3%
COc1cccc(-n2cc(C(=O)NCc3ccc(C)cc3)c3ccccc3c2=O)c1,-10.1%

# Part of the list above in order of molecular weight, smallest number first.
SMILES,Tb PYK inh
COc1ccc(-c2noc(CSc3nc(N)cc(=O)[nH]3)n2)cc1OC,1.2%
CCOc1ccc(CNC(=O)CCC(=O)N2CC(C)Sc3ccccc32)cc1 (stereo unspecified),-2.0%
CC(=O)c1ccc(NC(=O)Cn2c(=O)cc(C)c3c(C)nn(-c4cccc(F)c4)c32)cc1,0.0%
O=C(NCCOc1ccccc1)N1[C@H]2CC[C@@H]1C=C(c1ccc(F)cc1OCc1ccccc1)C2,6.3%
CCOc1ccc(CN2C(=O)c3ccccc3Sc3ccc(C(=O)NCc4ccco4)cc32)cc1,-0.2%

# Next section
SMILES,Tb PYK inh
CCc1ccc(S(=O)(=O)n2ccnc2)cc1,-0.4%
COc1cccc2c1ncc1c(-c3ccc(C)cc3)nn(-c3cccc([N+](=O)[O-])c3)c12,3.6%
CCOC(=O)[C@]12CCCC=C1N(Cc1ccc(Cl)cc1Cl)C(=O)[C@H](CC(=O)NCCCN1CCCC1=O)C2,6.9%
CCN(CC)C(=O)C1=C(C)N(CCCN2CCCC2=O)C(=O)C(CC(=O)NCC2CCCCC2)C1 (stereo unspecified),8.5%
Cc1nnc(SCc2cc(=O)n3c(C)cccc3n2)s1,-1.0%
CCCCCCn1c(=O)n2n(c1=O)C[C@]1(OC(=O)NC3CC3)CN(S(=O)(=O)c3ccc(C)cc3)C[C@]1(O)C2,-12.3%
Cc1ccc2nc(-c3ccc(C)c(NC(=O)CSc4ccc(Cl)cc4)c3)oc2c1,0.1%
COc1ccc(-c2cn3nc(N4CCCC(C(=O)NCc5ccccc5OC)C4)sc3n2)cc1 (stereo unspecified),3.0%[15.4 µM]
COc1cccc(CNC(=O)c2ccc3c(c2)nc2n3CCOC2)c1,-3.4%
Cc1cccc(C)c1C(O)c1ncc(-c2cccc(C(F)(F)F)c2)[nH]1 (stereo unspecified),2.9%

# Not all compounds are listed, so the mix of outcomes need not match the whole.
